Screens from PubChem BioAssay.
tim10-1 inh – inhibits growth of tim10-1 mutant yeast. S. cerevisiae tim10-1 ts strain growth, BacTiter-Glo, 24 h. inhibition, % at 20 µM. 2.2% of 330,000 active;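 active = inhibition of at least 40%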;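 also: mutant grown at 25 °C; 0% = DMSO wells with yeast and 100% = wells holding no yeast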
Mdm2-MdmX inh – inhibitors of human Mdm2/MdmX interaction. 3% of 330,000 active. O15151+Q00987. SaOS-2 split-luciferase Mdm2/MdmX complementation, luminescence. inhibition, % at 8 µM;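 active = inhibition of at least 50% at 8 µM in the primary screen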
Target sequence (O15151 whole entry, looked up): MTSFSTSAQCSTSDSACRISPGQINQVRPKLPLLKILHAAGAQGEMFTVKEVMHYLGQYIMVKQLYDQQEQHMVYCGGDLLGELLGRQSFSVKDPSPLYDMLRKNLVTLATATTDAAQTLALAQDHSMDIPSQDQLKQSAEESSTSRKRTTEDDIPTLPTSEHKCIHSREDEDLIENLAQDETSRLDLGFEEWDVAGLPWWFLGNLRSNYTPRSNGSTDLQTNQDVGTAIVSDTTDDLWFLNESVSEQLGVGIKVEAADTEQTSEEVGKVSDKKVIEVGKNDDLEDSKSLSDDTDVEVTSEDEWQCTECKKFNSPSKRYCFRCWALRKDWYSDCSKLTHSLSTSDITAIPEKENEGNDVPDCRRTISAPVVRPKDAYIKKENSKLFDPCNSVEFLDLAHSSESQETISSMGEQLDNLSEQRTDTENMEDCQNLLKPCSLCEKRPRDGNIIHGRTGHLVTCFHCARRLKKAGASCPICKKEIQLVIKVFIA
Target sequence (Q00987 whole entry, looked up): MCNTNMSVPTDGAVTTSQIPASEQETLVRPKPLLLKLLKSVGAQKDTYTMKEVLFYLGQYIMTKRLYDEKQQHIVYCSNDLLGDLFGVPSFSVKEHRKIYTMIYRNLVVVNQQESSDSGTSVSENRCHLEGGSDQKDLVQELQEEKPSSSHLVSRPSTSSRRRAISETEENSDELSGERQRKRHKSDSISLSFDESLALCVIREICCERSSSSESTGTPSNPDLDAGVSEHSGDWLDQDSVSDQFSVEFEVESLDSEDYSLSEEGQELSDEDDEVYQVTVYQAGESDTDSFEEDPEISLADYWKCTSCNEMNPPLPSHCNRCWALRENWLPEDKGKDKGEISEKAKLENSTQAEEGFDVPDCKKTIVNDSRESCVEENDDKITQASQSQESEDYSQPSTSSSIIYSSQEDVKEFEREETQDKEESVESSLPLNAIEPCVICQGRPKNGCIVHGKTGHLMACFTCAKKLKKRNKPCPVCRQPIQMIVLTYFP
TIM10 inh – inhibits growth of TIM10 yeast strain; 1.4% of 330,000 active; S. cerevisiae TIM10 strain growth, BacTiter-Glo luminescence, 24 h; AID 463195; inhibition, % at 10 µM;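 active = inhibition of 40% or more at the single tested concentration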;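 also: wild-type TIM10 isogenic control strain grown at permissive 25 °C; 0% = DMSO yeast wells and 100% = minimal medium wells without yeast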
GRIN3A LBD mod – modulates the human NR3A ligand-binding domain; NR3A LBD differential scanning fluorimetry, Tm shift; 0% = protein alone, 100% = glycine-bound protein; Tm shift relative to glycine control, % at 25 µM; 2.5% of 340,000 active;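 active = melting temperature shift of at least 10% of the positive control shift, at one fixed dose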
CHOP UPR activ – activators of apoptotic arm of unfolded protein response (CHOP) | AID 449763 | activation, % at 10 µM | CHO-CHOP luciferase reporter, UPR activation, luminescence; percent of tunicamycin response over DMSO baseline | 0.34% of 330,000 active;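 active = at 10 µM dose, activation of 40% or more, normalized to positive control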;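 also: 100% = tunicamycin at 10 µg/mL and 0% = DMSO alone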
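System: CHO CHOP reporter cells. Amount: 500 cells per well. Buffer or medium: F12 medium, 10% FBS. Compound dosing: one dose, 10 µM in 0.5% DMSO. Incubation: 6 h compound exposure at 37 °C after overnight seeding. Technique: Steady-Glo luciferase luminescence. Benchmarks: tunicamycin and DMSO controls.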
APJ ag – agonists of human APJ apelin receptor | 0.11% of 330,000 active | CHO-K1 APJ PathHunter beta-arrestin, luminescence; 0% DMSO wells, 100% apelin | activation, % at 20 µM;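 active = activation more than six SD over the plate average, tested at 20 µM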;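 also: 0% = DMSO alone and 100% = apelin-13 at 10 nM; some results filed as inactive read as strong as hits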
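Assay system: engineered CHO-K1 APJ arrestin reporter cells; Amount: 1000 CHO-K1 reporter cells seeded per well; Dosing: one dose, 20 µM compound, 1% DMSO; Times: compound stimulation 90 min at 25 °C, detection 60 min; Measured by: luminescent beta-gal fragment complementation, chemiluminescent substrate; Read-out: APJ–arrestin association signal; Controls: DMSO vs Apelin-13 10 nM.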
NALP3 yeast inh – blocks the NALP3 inflammasome reconstituted in yeast; Yeast reconstituted NLRP3/ASC/caspase-1, beta-gal luminescence, 24 h; AID 2825; 0.39% of 330,000 active; inhibition, % at 10 µM;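 active = inhibition of 50% or more; inactive = inhibition below 50%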;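 also: plate controls were induced DMSO wells for no effect and uninduced yeast grown without galactose for full effect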
XBP1 UPR activ – adaptive UPR (XBP1) activation; CHO-XBP1 luciferase reporter, IRE1-XBP1 UPR activation, luminescence; percent of tunicamycin response, DMSO as zero; activation, % at 20 µM; 0.33% of 330,000 active; AID 463104;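 active = versus positive control, 20 µM dose yields 30% or more activation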;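 also: 100% = tunicamycin at 10 µg/mL and 0% = DMSO only wells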
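Assay system: CHO-XBP1 luciferase reporter cells; Schedule: 6 h treatment, 37 °C; Detection: glow luminescence from Steady-Glo reagent; Benchmarks: high control tunicamycin 10 µg/mL final, low control DMSO vehicle only.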
tim23-1 inh – growth inhibitors of tim23-1 mutant yeast. S. cerevisiae tim23-1 growth, BacTiter-Glo luminescence, 24 h. inhibition, % at 20 µM. 1.3% of 330,000 active. AID 463212;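 active = growth inhibition of the mutant yeast at or above 50%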;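 also: temperature-sensitive mutant grown at 25 °C; plate controls were DMSO-treated mutant yeast for no effect and medium wells lacking yeast for full effect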
Numbers without * were called inactive; / = not tested or not shown.

SMILES	tim10-1 inh	Mdm2-MdmX inh	TIM10 inh	GRIN3A LBD mod	CHOP UPR activ	APJ ag	NALP3 yeast inh	XBP1 UPR activ	tim23-1 inh
Cc1ccccc1N1C(N)=NC(N)=NC1(C)C	-5	-8	4	-1	2.8	1	4	-2	-2
O=C(c1cc2ccccc2oc1=O)N1CCOCC1	18	-51	-1	0	3.0	-3	-5	5	23
Cc1ccccc1OCC1Cn2c(nc3c2c(=O)n(C)c(=O)n3C)O1 (centres undefined)	7	24	-1	-1	-1.0	0	19	-7	11
CCOc1ccc2[nH]cc(S(=O)(=O)c3ccc(C)cc3)c(=O)c2c1	-1	-13	-7	0	-0.4	1	11	3	9
O=C(COC(=O)c1cc(Cl)ccc1O)c1ccc2c(c1)OCO2	-17	11	0	-4	5.1	4	21	-2	2
O=C(CNC(=O)c1ccc(-c2ccccc2)cc1)Nc1ccc(S(=O)(=O)Nc2ncccn2)cc1	6	-5	-3	-1	-2.0	-3	10	-4	2
CCc1nn(CC(=O)NCCCN(C)C2CCCCC2)c(=O)c2cc3occc3n12	-18	22	-2	-1	0.7	-3	11	-3	-16
COc1ccc(N(CC(=O)Nc2nc3ccc(C)cc3s2)S(=O)(=O)c2c(C)nn(C)c2C)cc1	28	25	11	-7	-0.7	6	11	1	27
Nc1nnc(SCC(=O)Nc2ccc3c(c2)OCCO3)s1	2	-14	0	1	0.7	-2	7	1	-1
CCCCC(c1nnnn1Cc1ccco1)N1CCN(c2nc3ccccc3s2)CC1 (centres undefined)	31	0	35	-1	2.5	2	-4	-2	39
COc1ccc(CC(=O)Nc2ccc(N3CCOCC3)cc2)cc1S(=O)(=O)N1CCOCC1	-2	12	5	-1	0.4	-3	-4	-2	9
CCCCCC(=O)Nc1ccc(S(=O)(=O)Nc2ccc(Cl)nn2)cc1	8	-1	11	-1	3.3	-3	4	-1	17
COc1ccc(N2CCN(CC(=O)Nc3ccc(C)cc3)CC2)cc1	9	14	-2	-1	0.2	-4	19	-2	5
Cc1ccc(-n2[nH]c(C)c(/C=C3/C=Nc4ccccc43)c2=O)cc1C	-14	13	6	15*	6.5	-1	12	-2	4
CCCC1C(=O)N2C(N(C)C)=Nc3ccc(C)cc3N2C1=O (centres undefined)	-14	15	0	1	4.2	2	14	-5	-11
CCCCC(=O)Nc1ccc(NC(=O)c2ccc3c(c2)OCO3)cc1OC	0	12	9	4	1.0	0	9	0	14
CCOC(=O)c1c(C)[nH]c(C(=O)COC(=O)CNC(=O)c2ccccc2Cl)c1C	8	-77	-6	-1	6.4	-2	10	5	13
COC(=O)[C@@H]1OC(=O)[C@H]2O[C@@]23[C@@]1(C)CC[C@@H]1[C@@]2(C)C=CC(=O)OC(C)(C)[C@@H]2CC(=O)[C@]13C	-1	25	13	1	1.3	-4	-5	-5	14
O=C(Cn1cc(S(=O)(=O)Cc2ccccc2F)c2ccccc21)N1CCOCC1	-6	24	-3	-4	-1.2	0	11	-3	-4
Cc1ccc(S(=O)(=O)N(C)C)cc1NC(=O)C(C)N(C)Cc1sccc1C (centres undefined)	8	-6	20	-1	-0.1	1	3	-1	22
Cc1ccc2[nH]cc(CCCN3C(=O)c4ccccc4C3=O)c2c1	20	10	33	-10	1.4	-1	6	-2	0
CCCCc1cc(=O)oc2c(C)c(OCc3nn[nH]n3)ccc12	6	-5	-4	0	0.4	-3	11	5	-2
COc1ccc(CNc2ncnc3sccc23)cc1	-39	28	-5	1	4.3	2	36	3	3
Cn1c(=O)c2c(O)c(Cc3ccccc3)c(=O)[nH]c2n(C)c1=O	6	7	19	-4	1.2	0	6	-2	24
O=C(N/C(=C/c1ccco1)C(=O)N1CCCCCC1)c1cccs1	25	13	17	0	-1.2	-4	1	-2	23
Next part
SMILES	tim10-1 inh	Mdm2-MdmX inh	TIM10 inh	GRIN3A LBD mod	CHOP UPR activ	APJ ag	NALP3 yeast inh	XBP1 UPR activ	tim23-1 inh
Cc1cccc(NC(=O)C2C(c3ccccc3)C2(Cl)Cl)c1 (centres undefined)	11	4	46*	-20	0.4	3	38	3	52*
CCOc1cc(/C=C2\N=C(C)OC2=O)cc(Br)c1OCC(=O)OC	44*	-16	16	0	2.2	-7	0	-5	26
CCCOc1ccc(N2C(=O)CC(N3CCN(c4ccc([N+](=O)[O-])cc4)CC3)C2=O)cc1 (centres undefined)	32	-9	36	-5	0.0	1	24	-7	41
O=C(COc1ccc(S(=O)(=O)NC2CCCC2)cc1)N1CCCCCC1	-2	7	5	-1	-1.4	1	4	0	-3
Cc1cccc(NC(=O)Cn2nnc(C(=O)NCc3ccco3)c2N)c1	9	17	-5	0	-0.1	-3	10	-1	3
O=C(CCCN1C(=O)/C(=C\c2cccc(Br)c2)SC1=S)Nc1cccnc1	36	100*	45*	-6	-1.8	3	20	-3	37
CN(C)S(=O)(=O)c1cc(NC(=O)CSc2ncc(C(F)(F)F)cc2Cl)ccc1Cl	-3	26	-25	5	-1.0	-2	3	-3	0
Cc1ccc(S(=O)(=O)N(C)C)cc1NC(=O)c1cc(=O)[nH]c2ccccc12	-1	8	-20	-3	1.0	-1	-1	0	4
CCN(CC(=O)NC(=O)NCc1ccccc1)Cc1nc2ccccc2c(=O)[nH]1	22	11	-40	0	-2.2	-2	2	-4	16
Cc1ccc(CN2C(=O)N/C(=C\c3ccc(N4CCOCC4)cc3)C2=O)cc1	21	7	24	17*	3.0	10	18	7	17
Cc1ccc(C)c(OCc2cc(C(=O)N(C)Cc3nccs3)no2)c1	30	-21	-5	-6	1.7	-3	15	1	20
CN(c1nc2ccccc2n2c(-c3ccco3)nnc12)S(=O)(=O)c1ccccc1	10	-19	7	-1	1.8	-1	10	3	0
CCOc1ccc(NC(=O)CSc2nnc(-c3ccco3)n2N)cc1	15	9	4	1	1.5	2	0	-3	16
Cc1ccsc1/C=N/NC(=O)c1ccco1	-11	1	19	-3	1.0	-1	16	1	0
O=C1CCc2cc(S(=O)(=O)NCCC(=O)N3CCN(c4cccc(Cl)c4)CC3)ccc2N1	-12	17	-29	-1	-2.2	0	12	5	0
CC(C)NC(=O)N(C)C[C@H]1Oc2ccc(NC(=O)NC3CCCCC3)cc2C(=O)N([C@H](C)CO)C[C@@H]1C	-8	7	6	-1	-1.7	-3	8	-1	-11
Cc1nn(-c2ccccc2)c(C)c1/C=N/NC(=O)c1ccc(F)cc1	20	4	12	-1	2.3	0	-2	1	16
O=C(Nc1nnc(CSCc2ccc(F)cc2)s1)c1cccc([N+](=O)[O-])c1	6	-6	-22	9	2.9	-4	-2	0	-22
O=C(CNC(=O)c1ccc(Cl)cc1)NNC(=O)c1ccc(Br)cc1	-15	5	-7	-1	-1.0	1	0	1	-12
C[C@H](CO)N1C[C@H](C)[C@@H](CN(C)CC2CCCCC2)Oc2c(NS(=O)(=O)c3ccccc3)cccc2C1=O	15	2	-2	3	0.8	1	16	-4	2
C=CCNc1nc(C(F)(F)F)nc2c1nnn2Cc1ccccc1Cl	9	19	8	-3	-0.2	-1	4	-1	5
O=C1C2C(C(=O)N1Cc1ccco1)C1C=CC2C12CC2 (centres undefined)	10	24	7	-1	0.6	-4	9	-5	17
CCn1c(SCC(=O)NC2CCCc3ccccc32)nnc1-c1ccncc1 (centres undefined)	-8	-4	-8	-8	0.0	0	-2	-2	7
COc1ccc(-n2cc(C(=O)Nc3cc([N+](=O)[O-])ccc3OC)c3ccccc3c2=O)cc1	28	16	16	-9	-0.3	-1	4	-2	17
CCOC(=O)Nc1ccc2c(CN3CCN(S(=O)(=O)c4ccccc4F)CC3)cc(=O)oc2c1	23	32	15	3	0.9	6	9	0	24

4 compounds drawn at random from those above, as already listed:
SMILES	tim10-1 inh	Mdm2-MdmX inh	TIM10 inh	GRIN3A LBD mod	CHOP UPR activ	APJ ag	NALP3 yeast inh	XBP1 UPR activ	tim23-1 inh
Cc1cccc(NC(=O)Cn2nnc(C(=O)NCc3ccco3)c2N)c1	9	17	-5	0	-0.1	-3	10	-1	3
CCCOc1ccc(N2C(=O)CC(N3CCN(c4ccc([N+](=O)[O-])cc4)CC3)C2=O)cc1 (centres undefined)	32	-9	36	-5	0.0	1	24	-7	41
CCN(CC(=O)NC(=O)NCc1ccccc1)Cc1nc2ccccc2c(=O)[nH]1	22	11	-40	0	-2.2	-2	2	-4	16
CN(c1nc2ccccc2n2c(-c3ccco3)nnc12)S(=O)(=O)c1ccccc1	10	-19	7	-1	1.8	-1	10	3	0

Next part:
SMILES	tim10-1 inh	Mdm2-MdmX inh	TIM10 inh	GRIN3A LBD mod	CHOP UPR activ	APJ ag	NALP3 yeast inh	XBP1 UPR activ	tim23-1 inh
O=C(COC(=O)c1ccccc1[N+](=O)[O-])NC(=O)c1ccccc1	-10	3	10	0	2.3	8	18	-3	-1
COc1ccc(NC(=O)COc2cc(C)cc(C)c2)cc1S(=O)(=O)N1CCCCC1	-15	62*	-30	24*	-1.4	0	14	-5	-20
CN1CCN(c2ccc(NC(=S)NC(=O)c3cccc4c(Br)cccc34)cc2)CC1	47*	9	-1	0	6.2	-1	42	18	-3
O=C(NCC1CCCO1)C1CCCN(S(=O)(=O)c2ccc(Cl)cc2)C1 (centres undefined)	-18	-1	9	1	2.1	-3	4	-2	5
Cn1c(C(O)c2ccc(Cl)cc2)nc(Cl)c1Cl (centres undefined)	21	45	20	2	1.5	-2	-4	-1	24
Cc1ccc(NS(=O)(=O)c2ccccc2[N+](=O)[O-])cc1C	33	23	13	1	-0.8	-2	34	0	10
C=CCNC(=O)c1cccc(NS(=O)(=O)c2ccc(Cl)cc2)c1	11	16	-1	3	0.1	-2	17	-5	4
COc1ccccc1C(=O)COC(=O)CN1C(=O)C2CC=CCC2C1=O (centres undefined)	0	14	10	/	1.7	-5	16	-1	-4
O=C(O)Cc1sc(Nc2ccc(F)cc2)nc1-c1cccs1	33	-57	24	0	3.8	-2	-20	5	21
CCOc1ccc(N2CC(C(=O)NCc3nnnn3-c3ccc(C)c(C)c3)CC2=O)cc1 (centres undefined)	18	16	-1	3	1.1	-2	-9	-4	16
CCN(CC(=O)Nc1ccc(NC(C)=O)cc1)CC(=O)Nc1ccc(Cl)c(Cl)c1	4	-18	9	-2	0.2	-3	8	-4	4
c1cncc(CSc2nnc3ccc(-c4ccncc4)nn23)c1	8	-14	-5	-1	-0.4	3	-9	1	0
O=C(Nc1ccccc1)Nc1cc([N+](=O)[O-])ccc1F	14	2	3	20*	0.5	1	9	0	19
CC(C)NC(=O)c1ccc(CNC(=O)OCC(F)(F)F)cc1	2	-2	9	0	-0.3	5	16	3	23
Cc1ccc(CNC(=O)c2ccc(N3CCC4(CC3)CC(c3ccccc3)=NO4)c([N+](=O)[O-])c2)cc1	-11	-10	4	-2	-1.4	5	15	1	2
CCOc1ccc2nc(NC(=O)c3cnc(C)cn3)sc2c1	-23	35	12	1	-1.7	-7	29	-2	-14
CCOC(=O)c1ccc(NC(=O)N(CC)CC)cc1	14	-24	9	-2	1.3	-4	26	0	18
C/C=C\C=C/C(=O)Nc1cccc(C2=NOC3(C2)C[C@@H](C(N)=O)N(C(=O)c2ccc(Cl)cc2)C3)c1 (some centres undefined)	-6	4	7	-2	0.6	3	22	-1	13

Compounds as they come; overall some 8.2% were active at least once.
